# FBW7 activator: activators of human E3 ligase FBW7; Q969H0; AlphaScreen FBW7–phospho-cyclin E peptide binding, activator screen; normalized activity (activation), % at 26.1 µM; actives 0.13% (n = 650,000); AID 1259310; in the data active means normalized activity above about 1.9%;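 further: purified mutant Fbw7 with reduced substrate affinity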
# Target sequence (Q969H0 whole entry, looked up): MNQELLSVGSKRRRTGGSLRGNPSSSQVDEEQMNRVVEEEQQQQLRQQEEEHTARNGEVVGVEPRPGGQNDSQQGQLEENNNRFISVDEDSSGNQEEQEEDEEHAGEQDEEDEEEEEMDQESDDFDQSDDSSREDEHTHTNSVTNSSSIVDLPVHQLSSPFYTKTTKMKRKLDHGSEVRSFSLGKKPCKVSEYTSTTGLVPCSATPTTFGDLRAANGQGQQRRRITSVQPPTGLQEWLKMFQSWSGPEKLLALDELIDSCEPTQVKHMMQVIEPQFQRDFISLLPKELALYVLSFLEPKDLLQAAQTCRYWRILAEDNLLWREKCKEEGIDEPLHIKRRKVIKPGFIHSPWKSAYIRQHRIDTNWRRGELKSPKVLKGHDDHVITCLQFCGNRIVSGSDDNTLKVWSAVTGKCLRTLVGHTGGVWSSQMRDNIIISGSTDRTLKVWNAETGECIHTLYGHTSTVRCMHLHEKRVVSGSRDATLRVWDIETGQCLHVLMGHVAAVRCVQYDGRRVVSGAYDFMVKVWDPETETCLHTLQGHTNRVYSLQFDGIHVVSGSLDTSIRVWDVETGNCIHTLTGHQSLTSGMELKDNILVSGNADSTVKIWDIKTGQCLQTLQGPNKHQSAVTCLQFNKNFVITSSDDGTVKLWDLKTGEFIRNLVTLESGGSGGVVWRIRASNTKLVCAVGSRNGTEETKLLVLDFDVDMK
# GPR151 activ: activates the human receptor GPR151 | Q8TDV0 | actives 1% (n = 650,000) | activation, % at 11.2 µM | PathHunter beta-arrestin GPR151 cells, luminescence; in the data active means activation above about 4.9%;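 further: 0% = median of compound wells and 100% = cells with positive control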
# Target sequence (Q8TDV0 whole entry, looked up): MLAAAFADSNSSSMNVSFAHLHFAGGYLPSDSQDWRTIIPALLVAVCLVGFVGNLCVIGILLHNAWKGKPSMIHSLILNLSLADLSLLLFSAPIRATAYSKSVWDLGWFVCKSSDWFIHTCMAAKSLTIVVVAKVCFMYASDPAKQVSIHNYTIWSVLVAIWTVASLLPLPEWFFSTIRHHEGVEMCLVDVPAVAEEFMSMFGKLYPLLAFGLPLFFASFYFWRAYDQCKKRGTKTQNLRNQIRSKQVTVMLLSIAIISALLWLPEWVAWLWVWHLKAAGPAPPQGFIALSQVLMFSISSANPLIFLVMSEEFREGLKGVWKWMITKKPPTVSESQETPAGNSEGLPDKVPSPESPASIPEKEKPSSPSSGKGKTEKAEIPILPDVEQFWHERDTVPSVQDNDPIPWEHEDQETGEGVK
# MITF inh: inhibitors of human MITF; O75030; AlphaScreen MITF homodimerization, bead proximity signal; inhibition, % at 2.6 µM; actives 0.91% (n = 650,000); in the data active means inhibition above about 50%;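 further: 0% = vehicle wells with protein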
# TEAD-YAP inh: TEAD-YAP interaction inhibition; actives 1.4% (n = 640,000); AID 1259422; HEK-TIYL cells, TEAD-Gal4/YAP UAS-luciferase luminescence; inhibition, % at 9.12 µM; in the data active means inhibition above about 32%;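 further: 0% = median of test compound wells and 100% = reference inhibitor wells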
# Starred values were filed as active, the others as inactive.
Compound	FBW7 activator	GPR151 activ	MITF inh	TEAD-YAP inh
CCOC(=O)C1=C(N)N(c2ccc(Cl)cc2)C2=C(C(=O)CCC2)C1c1ccc(Br)cc1 (centres undefined)	0.1	0.4	-1	5
O=C(CCSc1ccc(Cl)cc1)Nc1nc(-c2ccccn2)cs1	0.0	3.8	1	34*
Cc1ccc(C)c(NC(=O)c2c(O)c3c([nH]c2=O)CCCC3)c1	-0.3	0.0	0	3
CCN1CCN(Cc2ccc(NC(=O)C3=C(C)C(=O)OC34CCCCC4)cc2)CC1	1.1	-0.6	8	-7
c1nc(NCc2ccc3c(c2)OCO3)cc(Nc2ccc3c(c2)OCO3)n1	-0.2	-0.3	21	-3
COc1cc(C(=O)NNC(=O)/C=C/c2ccc3c(c2)OCO3)cc(OC)c1OC	1.1	-1.3	4	12
COc1cccc(-n2c(-c3ccncc3)n[nH]c2=S)c1	-0.1	-0.8	-6	4
COc1cc(C2CC(=O)C=C(O)C2)cc(OC)c1OC (centres undefined)	-0.1	0.2	-4	-4
COC(=O)c1c(C(=O)OC)c2n(c1C)CCC2	0.3	-0.5	9	5
Cc1ccc2onc(CC(=O)Nc3ccc(C)c(F)c3)c2c1	0.0	-1.4	-5	11

Compound	FBW7 activator	GPR151 activ	MITF inh	TEAD-YAP inh
Cc1nc(NC(=O)CN2CCC(c3ccc(F)cc3)CC2)sc1C	-0.2	-0.1	-2	-1
CCN1C(=O)/C(=C/c2cccc([N+](=O)[O-])c2)NC1=S	0.1	0.0	5	21
O=C(ON1C(=O)CCC1=O)c1cccs1	-0.1	0.1	-5	5
Cc1ccc(CNC(=O)/C(C#N)=C/c2ccccc2)cc1	0.1	0.2	6	-17
Cc1c(Cl)cccc1N1C(N)=C(C#N)C(c2ccc(Br)cc2)C2=C1CCCC2=O (centres undefined)	0.0	1.1	11	-1
CCCN(CCC)CCNC(=O)c1cn(-c2ccc(F)cc2F)c(=O)c2ccccc12	1.5	-0.4	15	7
CCCCOc1cccc(C2c3c(oc4ccccc4c3=O)C(=O)N2c2nncs2)c1 (centres undefined)	0.0	-0.2	-8	-7
CC1(C)OC(=O)N(Cc2ccco2)C1(C)O (centres undefined)	0.0	0.2	5	5
CN(C)S(=O)(=O)c1ccc(C(=O)N2CCc3ccccc32)cc1	0.1	-0.5	3	0
COc1ccc(CCNC(=O)c2cccc(-c3ccc(OC)cc3)c2)cc1	-0.1	-0.2	-7	2

# 4 entries from above, set out differently.
Cc1nc(NC(=O)CN2CCC(c3ccc(F)cc3)CC2)sc1C
  FBW7 activator: -0.2; GPR151 activ: -0.1; MITF inh: -2; TEAD-YAP inh: -1

CCN1C(=O)/C(=C/c2cccc([N+](=O)[O-])c2)NC1=S
  FBW7 activator: 0.1; GPR151 activ: 0.0; MITF inh: 5; TEAD-YAP inh: 21

O=C(ON1C(=O)CCC1=O)c1cccs1
  FBW7 activator: -0.1; GPR151 activ: 0.1; MITF inh: -5; TEAD-YAP inh: 5

Cc1ccc(CNC(=O)/C(C#N)=C/c2ccccc2)cc1
  FBW7 activator: 0.1; GPR151 activ: 0.2; MITF inh: 6; TEAD-YAP inh: -17

# (further entries)
Compound	FBW7 activator	GPR151 activ	MITF inh	TEAD-YAP inh
CC(=O)C1=C(C)NC(SCC(=O)c2ccc(-c3ccccc3)cc2)=C(C#N)C1c1sccc1C (centres undefined)	0.8	-0.6	-5	-9
O=c1c2c(-c3ccccc3)csc2nc2c3ccccc3c(NCc3ccco3)nn12	0.2	-1.2	-5	-37
O=C(Nc1ccc(Cl)c(Cl)c1)N1CCc2ccccc21	-0.1	-1.1	-15	-73
COc1cccc(C(=O)Nc2ccc(S(=O)(=O)Nc3ncccn3)cc2)c1	0.0	0.1	3	8
CCSc1nc2c(c(=O)n1-c1ccc([N+](=O)[O-])cc1)SCC2	-0.1	-0.2	4	0
Cc1cc(CN(C)C(=O)CC2C(=O)NCCN2Cc2ccc(F)c(F)c2)n[nH]1 (centres undefined)	-0.1	0.9	-4	3
O=C(CCc1nnc(-c2ccsc2)o1)NCCc1c[nH]c2ccccc12	0.2	0.0	-5	-17
CC(C)c1ccc(CN2CCC(C(=O)NC(C)(C)C)CC2)cc1	0.0	-0.1	25	1
COc1cc(CN2CCNC(=O)C2CC(=O)N(C)CCc2cn[nH]c2)cc(OC)c1 (centres undefined)	0.4	-0.1	2	-5
O=C(COC(=O)Cc1ccc(Br)cc1)NC1CCCCC1	-0.1	1.9	-3	3

Compound	FBW7 activator	GPR151 activ	MITF inh	TEAD-YAP inh
CS(=O)(=O)N(Cc1ccccc1)CC(O)CON=C1c2ccccc2-c2ccccc21 (centres undefined)	0.3	-0.6	15	3
CC(=O)N[C@H]1[C@H](Oc2ccc(C)cc2)O[C@H](COC(C)=O)[C@@H](OC(C)=O)[C@@H]1OC(C)=O	0.0	-0.5	-2	1
O=C(O)C1CC(=O)N(c2ccc(Cl)cc2Cl)C1 (centres undefined)	0.2	0.1	13	8
O=c1cc(-c2cc3cc(Cl)ccc3oc2=O)c2ccc(O)cc2o1	0.2	-0.1	0	-5
O=C(COc1ccccc1)N(Cc1cc2ccccc2[nH]c1=O)CC1CCCO1 (centres undefined)	-0.2	0.4	5	7
Cc1cccn2cc(-c3cccc(S(=O)(=O)N4CCOCC4)c3)nc12	0.0	-2.0	-17	5
O=C(NCCCCl)c1cccc(Cl)c1	0.0	0.3	-6	-8
CCOC(=O)C1(Cc2cccc(OC)c2)CCCN(C(=O)Cn2ncc3ccccc32)C1 (centres undefined)	-0.1	-0.5	2	-72
O=C(Cn1ncc2ccc(Cl)cc21)NC1CCCC1	0.7	-0.8	12	-17
COc1ccc(N2CC(O)(c3ccc(OC)cc3)[N+]3=C2CCCCC3)cc1 (centres undefined)	-0.1	-0.5	2	0

# Sorted by SMILES length (high to low): part of the list above.
Compound	FBW7 activator	GPR151 activ	MITF inh	TEAD-YAP inh
CC(=O)N[C@H]1[C@H](Oc2ccc(C)cc2)O[C@H](COC(C)=O)[C@@H](OC(C)=O)[C@@H]1OC(C)=O	0.0	-0.5	-2	1
CCOC(=O)C1(Cc2cccc(OC)c2)CCCN(C(=O)Cn2ncc3ccccc32)C1 (centres undefined)	-0.1	-0.5	2	-72
COc1ccc(N2CC(O)(c3ccc(OC)cc3)[N+]3=C2CCCCC3)cc1 (centres undefined)	-0.1	-0.5	2	0

# More entries:
Compound	FBW7 activator	GPR151 activ	MITF inh	TEAD-YAP inh
COCC(C)NC(=O)c1c(C(F)(F)F)nc2ccc(C)cn12 (centres undefined)	0.7	1.8	20	12
COC(=O)c1ccc(NC(=O)CCC(=O)OCC(=O)c2cccc([N+](=O)[O-])c2)cc1	0.0	0.3	-3	9
CCC(C(=O)Nc1ccc([N+](=O)[O-])cc1OC)c1ccccc1 (centres undefined)	-0.2	0.3	-9	-3
O=C(O)c1ccccc1N1C(=O)C2C3c4ccccc4C([N+](=O)[O-])(c4ccccc43)C2C1=O (centres undefined)	0.0	-0.6	6	6
Nc1nc2c(nc(Br)n2COCCO)c(=O)[nH]1	-0.1	-0.2	-6	-2
CN=C1SC(CC(=O)Nc2ccc(OC(F)F)cc2)C(=O)N1C (centres undefined)	-0.1	-3.0	-4	-11
COc1ccc(C(=O)Oc2ccc(Cl)cc2)cc1OC	0.2	0.0	6	0
O=C(CSc1nc2ccsc2c(=O)n1-c1cccc(Cl)c1Cl)NCc1ccccc1	0.9	-0.4	10	4
Cc1cc(C(=O)NCCN2Cc3ccccc3OC(c3ccsc3)C2)nc(C)n1 (centres undefined)	0.0	0.2	-9	-4
CN(C)S(=O)(=O)c1cccc(NC(=S)N2CCc3ccccc32)c1	0.1	-0.4	8	-9

Compound	FBW7 activator	GPR151 activ	MITF inh	TEAD-YAP inh
COC(=O)C1=C(C)NC(=S)NC1c1ccc(OCc2ccccc2)cc1 (centres undefined)	-0.2	-0.3	3	-12
CC(=O)Nc1ccc(NC(=O)CCCC(=O)Nc2ccc(NC(C)=O)cc2)cc1	0.1	-1.8	-8	-2
O=C(O)c1ccc(COCC(F)(F)F)cc1	0.2	0.9	7	4
O=C(CN1C(=O)C2CC2C1=O)c1ccc(F)cc1 (centres undefined)	0.1	1.3	11	1
O=C(CCNC(=O)Cn1cnc2ccccc2c1=O)NCCC1=CCCCC1	-0.2	-0.9	8	-3
CCOC(=O)c1cc2cccc(OCC)c2oc1=O	0.2	1.3	18	-2
Cc1cccc(/C=N/NC(=O)c2ccccc2)c1	0.1	-0.9	13	-42
COc1ccc2c(c1)-c1c(ssc1=S)C(C)(C)N2C(=O)CN1CCC(C(N)=O)CC1	0.0	0.6	7	6
O=c1c2ccccc2nc(SCc2cccc(F)c2)n1Cc1ccc2c(c1)OCO2	-0.1	-0.8	4	-7
CCCCCn1cnc2c1c(=O)[nH]c(=O)n2C	-0.2	0.1	-3	0

Compound	FBW7 activator	GPR151 activ	MITF inh	TEAD-YAP inh
CCOC(=O)CNC(=O)CSc1ccc(-c2nc3ccccc3[nH]2)cn1	0.9	-4.8	2	-13
O=C1CN(S(=O)(=O)c2ccc3ccccc3c2)c2ccccc2N1	0.1	-0.2	6	2
O=[N+]([O-])c1cccc(C2(O)C[N+]3=C(SCCC3)N2Cc2ccccc2)c1 (centres undefined)	-0.1	1.9	-1	-5
CC1CCCC(NC(=O)c2cn(-c3ccc(Cl)cc3)c(=O)c3ccccc23)C1C (centres undefined)	-0.1	-0.9	-1	11
CC(=O)NCCC(=O)NCc1ccc2c(c1)OCO2	-0.1	-0.2	8	-9
O=c1ccc(-c2ccc(F)cc2)cn1Cc1cccc(Cl)c1	0.2	1.3	6	17
Cc1ccc(C)c(CSc2nc3nc(C)c(Cc4ccccc4F)c(C)n3n2)c1	0.6	-1.5	5	9
COc1ccc2[nH]c(=O)c(CN(C)S(C)(=O)=O)cc2c1	0.3	1.8	13	-4
O=C(Cc1coc2ccc3ccccc3c12)NCc1cccnc1	0.1	2.0	-6	0
CSc1ccc(/C=C2/SC(=O)NC2=O)cc1	0.0	-3.2	-6	-23

Compound	FBW7 activator	GPR151 activ	MITF inh	TEAD-YAP inh
O=C(CSc1ncc(-c2ccccc2)[nH]1)Nc1cccc(F)c1	0.3	-0.3	6	-11
O=C(CN1C(=O)c2ccccc2C1=O)NCC(=O)OCC(=O)c1ccc(Br)cc1	-0.3	0.0	-5	0
CC(NC(=O)C(c1ccccc1)c1ccccc1)C(=O)Nc1ccc(Br)cc1 (centres undefined)	0.0	0.7	1	4
CCCCOc1ccc2ccccc2c1C=O	0.2	1.2	1	-29
CC(Cc1ccccc1)NC(=O)c1ccccc1[N+](=O)[O-] (centres undefined)	0.1	2.8	-7	-27
CC(C)=NNC(=O)CNc1ccc(Cl)cc1Br	-0.1	0.2	6	-8
COc1ccc(NC(=O)COc2cc(C)c(Cl)c(C)c2)cc1OC	-0.1	0.6	-4	-17
O=C(COC(=O)C12CC3CC(CC(O)(C3)C1)C2)Nc1ccccc1OC(F)F	0.0	-0.3	12	1
C/C(=N\Nc1cc(-n2nc(C)cc2C)ncn1)c1ccc(N)cc1	-0.2	-0.4	4	10
C=CCN1C(=O)/C(=c2\sc3n(c2=O)C(c2cccs2)C(C(=O)OC)=C(C)N=3)c2ccccc21 (centres undefined)	-0.1	-0.5	10	2

Compound	FBW7 activator	GPR151 activ	MITF inh	TEAD-YAP inh
CCN(CC)C1C(=O)Nc2ccc(Br)cc2C1c1ccccc1 (centres undefined)	-0.2	-0.4	-4	12
CCCCOC(=O)n1c(SCC(N)=O)nc2ccccc21	-0.1	-0.9	-16	7
CC(C)(C)C(=O)C1=C(O)C(=O)N(CCCCCC(=O)O)C1c1ccc(F)cc1 (centres undefined)	0.0	0.2	-5	-2
CC1CCc2ccc(F)cc2N1S(=O)(=O)c1ccc(Cl)s1 (centres undefined)	-0.2	0.6	0	23
Cc1ccc(C(=O)N/C(=C\c2ccccc2)C(=O)OC(C)C)cc1	0.9	-1.6	10	-6
CCCc1nc2sc3c(N4CCCCC4)ncnc3c2c2c1COC(C)(C)C2	0.0	-0.2	-7	-9
CC1=C(C(N)=O)C(c2ccccc2F)NC(=O)N1 (centres undefined)	0.1	-0.1	-3	-4
O=C(O)CCC(=O)Nc1ccccc1S	0.1	-1.2	-2	2
CCC1(C)NC(=O)N(/N=C/c2ccccc2[N+](=O)[O-])C1=O (centres undefined)	-0.1	1.6	3	-8
CCC(C)NC(=O)CSCc1nc(-c2ccc(SC)cc2)oc1C (centres undefined)	0.0	0.4	4	4

Compound	FBW7 activator	GPR151 activ	MITF inh	TEAD-YAP inh
CC(C)(C)NC(=O)NC(=O)CNC(c1ccccc1)c1ccccc1	0.1	2.0	-5	5
CC(C)(C)n1nc2c(c1NC(=O)CC1CCCCC1)CS(=O)(=O)C2	0.4	0.6	-5	7
O=C(c1cccn2c(=O)c3cc(Cl)ccc3nc12)N1CC=C(c2ccccc2)CC1	0.1	-0.4	-13	15
N#Cc1ccc(-c2cnc3c(NCc4cccnc4)nccn23)cc1	0.2	0.3	6	4
COc1ccc(CC(=O)Nc2nnc(SCC(=O)Nc3cc(C)cc(C)c3)s2)cc1	0.0	-1.6	5	2
O=C(c1ccc(N2CCN(c3ccccn3)CC2)c([N+](=O)[O-])c1)N1CCOCC1	-0.1	-1.6	7	1
O=C(NC1CCCCC1)C(c1ccco1)N(C(=O)C(F)(F)F)C1CC1 (centres undefined)	0.1	1.1	11	1
CN(C)Cc1nc2c([nH]1)c(=O)[nH]c(=O)n2C	0.1	-0.7	-7	-11
CC1CCC(NC(=O)[C@H](C)N2C(=O)C3CCCCC3C2=O)CC1 (some centres undefined)	0.1	2.1	10	-11
COc1ccc(Cn2nnnc2CN2CCCC(c3[nH]ncc3-c3ccncc3)C2)cc1 (centres undefined)	-0.1	-1.3	-11	3

# Bioassay records deposited in PubChem BioAssay by The Scripps Research Institute Molecular Screening Center.

# Rows were taken by chance (roughly 3.4% active in at least one column).
